Screening results: PubChem BioAssay, several laboratories
Rin1-Abl PPI inh: human Rin1-Abl interaction inhibition; hit rate 0.4% among 360,000; AID 588664; TR-FRET Rin1/Abl binding, biochemical; P00519+Q13671; inhibition, % at 7.35 µM; in the data active means inhibition above about 5%, passing the limit was not always enough
FAS TE block: FAS thioesterase (human) inhibition | P49327 | recombinant FAS-TE, OMFH fluorogenic substrate, fluorescence endpoint | inhibition, % at 15 µM | hit rate 0.67% among 360,000 | AID 602261;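 active means compounds whose normalised, plate-corrected inhibition of enzyme fluorescence in the single-dose primary screen is 50% or more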;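 further: 0% = DMSO with enzyme and 100% = substrate without enzyme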
MsrA inh: inhibits bovine methionine sulfoxide reductase A; hit rate 0.75% among 360,000; inhibition, % at 15.5 µM; purified bovine MsrA, absorbance read-out; AID 651718; in the data active means inhibition above about 4.5%;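 further: 0% = vehicle wells with enzyme and 100% = reference inhibitor wells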
Neddyl block: cullin neddylation inhibition; TR-FRET cullin neddylation, biochemical; calls only at 25 µM; hit rate 0.58% among 360,000; in the data active means inhibition above about 36%
E coli Lon inh: inhibits E. coli Lon protease; P0A9M0; purified E. coli Lon protease, fluorescence polarization; inhibition, % at 7.94 µM; hit rate 0.42% among 360,000; AID 602123; in the data active means inhibition above about 13%, passing the limit was not always enough;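 further: 0% = enzyme with probe and DMSO and 100% = no enzyme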
MLLE-PAM2 inh: inhibitors of microRNA-mediated deadenylation, human PABP1 MLLE binding | GST-MLLE / FITC-PAM2 fluorescence polarization | inhibition, % at 20 µM | hit rate 0.36% among 360,000; in the data active means inhibition above about 35%, passing the limit was not always enough;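 further: plate controls were DMSO wells with GST-MLLE for no effect and wells lacking GST-MLLE protein for full effect; some results filed as inactive read as strong as hits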
Target sequence (P11940 whole entry, looked up): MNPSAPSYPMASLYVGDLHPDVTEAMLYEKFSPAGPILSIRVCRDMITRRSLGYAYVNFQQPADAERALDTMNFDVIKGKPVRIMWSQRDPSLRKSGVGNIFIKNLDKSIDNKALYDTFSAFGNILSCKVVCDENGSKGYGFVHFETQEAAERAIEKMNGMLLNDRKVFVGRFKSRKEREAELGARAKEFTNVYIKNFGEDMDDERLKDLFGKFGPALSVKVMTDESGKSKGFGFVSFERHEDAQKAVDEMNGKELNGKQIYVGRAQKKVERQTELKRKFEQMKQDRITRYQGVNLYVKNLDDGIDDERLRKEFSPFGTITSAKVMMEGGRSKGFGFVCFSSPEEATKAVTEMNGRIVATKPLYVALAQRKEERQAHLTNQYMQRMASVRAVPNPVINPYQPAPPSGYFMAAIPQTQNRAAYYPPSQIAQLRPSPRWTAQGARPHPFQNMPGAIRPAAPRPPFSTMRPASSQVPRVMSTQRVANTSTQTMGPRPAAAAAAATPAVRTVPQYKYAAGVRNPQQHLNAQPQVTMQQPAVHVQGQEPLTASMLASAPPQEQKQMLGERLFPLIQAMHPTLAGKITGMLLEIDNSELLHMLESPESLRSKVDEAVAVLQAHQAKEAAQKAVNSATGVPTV
CSN deneddyl inh: inhibitors of human CSN-mediated cullin deneddylation; Purified CSN, SCF-Nedd8-OG deneddylation, fluorescence polarization; inhibition, % at 12.5 µM; Q92905; hit rate 0.38% among 360,000;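 active means pattern-corrected inhibition above about 35%, with an unprinted fluorescence ratio check between 0.5 and 1.5, limit read from the data, passing the limit was not always enough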;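 further: 0% = enzyme with substrate and 100% = substrate without enzyme; some results filed as inactive read as strong as hits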
Target sequence (Q92905 whole entry, looked up, one chain of several): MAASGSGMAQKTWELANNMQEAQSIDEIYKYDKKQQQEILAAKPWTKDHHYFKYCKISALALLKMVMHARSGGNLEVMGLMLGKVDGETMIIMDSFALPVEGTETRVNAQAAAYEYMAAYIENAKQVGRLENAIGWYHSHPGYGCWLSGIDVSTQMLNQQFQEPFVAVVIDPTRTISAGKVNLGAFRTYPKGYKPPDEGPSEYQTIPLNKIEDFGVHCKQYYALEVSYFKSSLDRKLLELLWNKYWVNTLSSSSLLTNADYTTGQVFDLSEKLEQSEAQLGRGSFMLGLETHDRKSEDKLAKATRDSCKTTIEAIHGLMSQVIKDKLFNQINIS
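Schedule: reaction 90 min, room temperature / Assay system: HEK293T-derived human Csn5 enzyme / Input: Csn5 at 0.24 nM final / Measure: inhibition of Csn5 cleavage, % / Control set: substrate-only high control, full reaction low control / Technique: fluorescence polarization of the substrate / Buffer or medium: Tris/NaCl/DTT buffer, pH 7.5 / Reagent: SCFSkp2-Nedd8OG substrate at 10 nM final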
bovine MsrA act: activates bovine MsrA enzyme; hit rate 0.3% among 360,000; activation, % at 10.6 µM; purified bovine MsrA, absorbance read-out; in the data active means activation above about 7.5%;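 further: 0% = vehicle and 100% = reference activator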
Tb MetRS inh: blocks T. brucei methionyl-tRNA synthetase activity | AID 624268 | inhibition, % at 11.9 µM | hit rate 0.4% among 360,000 | purified T. brucei MetRS, ATP depletion, Kinase-Glo luminescence;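 active means inhibition above a per-plate cutoff of the control wells' mean inhibition plus 3 SD, cut at about 5.5% in these data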;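 further: 0% = DMSO wells median and 100% = median of wells with control inhibitor compound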
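Test system – parasite MetRS enzyme · Reagent – substrates ATP, L-methionine and bulk Escherichia coli tRNA · Doses – 11.9 µM compound single dose, 0.9% DMSO · Times – 15 min enzyme-compound preincubation, 2 h reaction, 10 min detection, 25 °C · Signal – Kinase-Glo luminescence, ATP depletion format · Controls – DMSO-only wells as low control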
* marks the source's active call; other numbers are inactive results; i = inactive; nt = not tested or not shown.

Sample of the layout (8 entries):
Structure	Rin1-Abl PPI inh	FAS TE block	MsrA inh	Neddyl block	E coli Lon inh	MLLE-PAM2 inh	CSN deneddyl inh	bovine MsrA act	Tb MetRS inh
Cc1cc2n(n1)C(c1sccc1C)Nc1ccccc1-2 (stereo not drawn)	-2	16	0.7	i	5	19	0	-7	-0.8
O=C(Cc1cccs1)NCc1cccs1	-1	-7	nt	i	-2	5	3	-3	0.3
COCCN(CC(=O)NCc1ccccc1)C(=O)CCC(=O)Nc1ccccn1	1	-8	-0.4	i	5	-5	0	-11	-1.3
Cc1ccccc1OCCNC(=S)Nc1ccccc1	-5	9	2.2	i	1	-6	-1	-3	-0.4
CC(NC(=O)C1CCCCC1)c1ccc2c(c1)OCCO2 (stereo not drawn)	-2	-4	-0.4	i	-2	1	0	-3	-0.6
COc1ccc(CCNC(=O)CSCc2ccc(Br)cc2)cc1OC	0	0	-0.3	i	-3	-14	6	-5	-0.6
COC(=O)c1ccc(Oc2nc(N3CCCCC3)nc(N3CCOCC3)n2)cc1	3	21	0.1	i	-12	-6	-7	-1	0.2
O=C(c1c[nH]c(C(=O)N2CCN(Cc3ccccc3)CC2)c1)C1CCCCC1	-2	-1	-0.1	i	5	6	2	0	-0.8

Results, from the start:
Structure	Rin1-Abl PPI inh	FAS TE block	MsrA inh	Neddyl block	E coli Lon inh	MLLE-PAM2 inh	CSN deneddyl inh	bovine MsrA act	Tb MetRS inh
Cc1cc2n(n1)C(c1sccc1C)Nc1ccccc1-2 (stereo not drawn)	-2	16	0.7	i	5	19	0	-7	-0.8
O=C(Cc1cccs1)NCc1cccs1	-1	-7	nt	i	-2	5	3	-3	0.3
COCCN(CC(=O)NCc1ccccc1)C(=O)CCC(=O)Nc1ccccn1	1	-8	-0.4	i	5	-5	0	-11	-1.3
Cc1ccccc1OCCNC(=S)Nc1ccccc1	-5	9	2.2	i	1	-6	-1	-3	-0.4
CC(NC(=O)C1CCCCC1)c1ccc2c(c1)OCCO2 (stereo not drawn)	-2	-4	-0.4	i	-2	1	0	-3	-0.6
COc1ccc(CCNC(=O)CSCc2ccc(Br)cc2)cc1OC	0	0	-0.3	i	-3	-14	6	-5	-0.6
COC(=O)c1ccc(Oc2nc(N3CCCCC3)nc(N3CCOCC3)n2)cc1	3	21	0.1	i	-12	-6	-7	-1	0.2
O=C(c1c[nH]c(C(=O)N2CCN(Cc3ccccc3)CC2)c1)C1CCCCC1	-2	-1	-0.1	i	5	6	2	0	-0.8
CN(C)Cc1cccc(-c2ccccc2)c1O	5	-9	0.4	i	-13	6	3	-5	-0.3
Cc1ccc(C(=O)N2CCCC(Nc3ccc(C(C)C)cc3)C2)cn1 (stereo not drawn)	-1	-5	0.7	i	-5	3	1	-1	-0.1
Cc1cccc(NC(=O)COC(=O)CNC(=O)C2CCCCC2)c1	2	-6	0.5	i	1	-6	-2	-5	-0.2
O=C(COC(=O)[C@H](Cc1ccccc1)NC(=O)c1cccs1)Nc1ccccc1C(F)(F)F	0	-4	0.0	i	4	-7	-16	-2	-0.4

More results.
Structure	Rin1-Abl PPI inh	FAS TE block	MsrA inh	Neddyl block	E coli Lon inh	MLLE-PAM2 inh	CSN deneddyl inh	bovine MsrA act	Tb MetRS inh
O=S(=O)(c1ccc(Oc2ccc(S(=O)(=O)N(CCO)CCO)cc2)cc1)N(CCO)CCO	0	-13	1.8	i	-6	0	4	0	0.0
CCC(C)Sc1nnc(CNC(=O)C23CC4CC(CC(C4)C2)C3)n1C1CCCCC1 (stereo not drawn)	-2	0	1.2	i	-2	-87	-13	-5	-0.7
CC1(c2nnnn2-c2ccc3c(c2)OCCO3)CCC(=O)N1C1CC1 (stereo not drawn)	nt	-10	0.4	i	-3	nt	13	-4	-0.5
CCC(=O)N1CCN(c2ccc(NC(=O)c3ccc(N4CCCC4)c([N+](=O)[O-])c3)cc2)CC1	-1	-12	0.5	i	0	11	0	-4	-0.3
Cc1cc(C)n2nc(C(=O)OCC(=O)N3C(C)CCCC3C)nc2n1 (stereo not drawn)	3	-5	-0.5	i	-2	-11	0	-1	-0.4
Cn1c(/C(C#N)=C(\O)c2cc(Cl)sc2Cl)nc2ccccc21	2	1	0.7	i	3	-2	-1	-3	0.2
COc1ccccc1NC(=O)CN1CCN(CC(=O)Nc2ccc(F)cc2F)CC1	2	2	1.1	i	7	8	-1	-5	-0.6
O=C(NCc1ccccn1)c1cccn1-c1ncc(C(F)(F)F)cc1Cl	1	0	1.1	i	-7	-4	4	-4	-0.5
CC(=O)Nc1ccc(NC(=O)CCCNC(=O)c2ccc(Cl)cc2)cc1	1	-3	-0.7	i	14	-36	1	-3	-0.7
O=C(CCOc1ccccc1)Nc1ccc(S(=O)(=O)Nc2ncccn2)cc1	-1	-10	0.4	i	27	4	-2	-2	-0.1
CCOc1cc(N2CCOCC2)c(OCC)cc1NC(=O)c1c(C)noc1C	4	-4	1.0	i	-4	-61	5	-1	-0.3
O=C(NCc1cn2ccsc2n1)c1c(F)cccc1Cl	2	-10	0.4	i	-5	1	-4	-6	-0.4

(further entries)
Structure	Rin1-Abl PPI inh	FAS TE block	MsrA inh	Neddyl block	E coli Lon inh	MLLE-PAM2 inh	CSN deneddyl inh	bovine MsrA act	Tb MetRS inh
COc1ccc(C(=O)NCC(=O)NCC(=O)OCc2ccc(Cl)cc2)cc1	1	-4	0.9	i	-1	-10	-3	-7	-1.9
Oc1ccc(Br)c(CN2CCN(c3ncc(Cc4ccccc4)cn3)CC2)c1	nt	nt	1.0	i	nt	nt	-1	nt	-0.1
CCn1c(CNC(=O)COc2c(C)cccc2C)nnc1SCC(=O)Nc1nccs1	-1	-3	-0.1	i	-4	-40	4	-2	-0.2
CCCCn1c(S(=O)(=O)O)nc2ccccc21	-1	-5	-1.3	i	-2	1	-2	0	-0.8
C[C@@H]1CCCCO[C@@H](CN(C)S(=O)(=O)c2ccccc2)[C@@H](C)CN([C@H](C)CO)C(=O)c2cc(N(C)C)ccc2O1	-2	-8	-0.3	i	-7	3	6	-2	-1.0
N#CCCn1cc(C(=O)Nc2ccc(C(=O)O)cc2)c(-c2ccc([N+](=O)[O-])cc2)n1	-1	-6	0.9	i	-2	5	6	-9	-1.8
O=C1NC(Nc2ccccn2)(C(F)(F)F)C(=O)N1c1ccc(F)cc1 (stereo not drawn)	1	-6	-0.1	i	-8	-16	-2	-7	-1.2
Cc1c(Br)cc(C(=O)NC2CCCCC2)c(C)c1C	-1	4	-0.2	i	0	-2	5	-6	-0.5
O=C(COc1ccc2c(c1)OCO2)Nc1ccccc1C(F)(F)F	-1	2	-0.5	i	5	-4	3	-3	-0.1
CN(C)c1ccc(C2N(C(=O)N3CCOCC3)CCN2S(=O)(=O)c2ccccc2)cc1 (stereo not drawn)	-5	-4	2.1	i	-2	-1	0	-5	0.4
O=C(COc1ccc([N+](=O)[O-])cc1)NCc1cccnc1	-2	-14	0.9	i	-7	4	-3	-3	0.5
N#Cc1ccccc1OCC(=O)N1CCN(S(=O)(=O)c2ccc(Cl)cc2)CC1	4	14	0.4	i	-3	16	-6	-3	-0.2

(further entries)
Structure	Rin1-Abl PPI inh	FAS TE block	MsrA inh	Neddyl block	E coli Lon inh	MLLE-PAM2 inh	CSN deneddyl inh	bovine MsrA act	Tb MetRS inh
CCCCCc1cc(=O)oc2c(C(CCN3CCCCC3)c3cc(OC)c(OC)c(OC)c3)c(OC)cc(OC)c12 (stereo not drawn)	-1	0	0.6	i	1	-5	-6	0	-0.1
COC(=O)c1n[nH]nc1-c1ccccc1	2	-10	0.5	i	-4	-9	-5	2	-0.5
Cc1ccc(NC(=O)CNCC(c2ccccc2)N(C)C)cc1F (stereo not drawn)	-4	-6	-1.4	i	-11	8	3	-2	0.1
COC(=O)c1cc(C(=O)Nc2nnc(CC(C)C)s2)cc([N+](=O)[O-])c1	-1	51*	0.3	i	8	12	5	-5	-0.7
O=C(Nc1cccnc1)c1ccc(Cl)c(S(=O)(=O)N2CCCC2)c1	0	1	0.2	i	10	-9	1	0	-0.4
O=C(COc1ccc(Cl)cc1)NCCCNC(=O)c1ccncc1	3	-4	-1.0	i	-6	6	3	-1	0.2
CCN1C(=O)[C@H]2[C@@H](c3ccc(OC)cc3)N3C(=O)CN(Cc4ccccc4)C(=O)[C@@]3(C)[C@H]2C1=O	1	-15	0.6	i	2	-4	-6	2	-0.2
CC(=O)Nc1ccc(OCC(=O)c2cc(C)ccc2C)cc1	0	-4	-0.4	i	5	7	-6	-5	-0.9
Cc1ccc(-c2nc3c4ccccc4ccn3c2CN2CCCCC2)cc1	-3	18	0.4	i	4	0	2	-1	-0.4
Cc1ccc(S(=O)(=O)NCCN=C(CN2CCOCC2)NS(=O)(=O)c2ccc(C)cc2)cc1	-6	-6	0.2	i	5	-1	-2	-2	0.1
Cc1ccc(NN2C(=O)C=C(c3ccccc3)C2=O)cc1	5	-4	1.0	i	-3	17	-5	-16	-2.2
COc1ccc2cc(C3=CC(=O)CCC3)ccc2c1	-3	4	0.9	nt	8	-6	2	-2	-0.3

Later entries
Structure	Rin1-Abl PPI inh	FAS TE block	MsrA inh	Neddyl block	E coli Lon inh	MLLE-PAM2 inh	CSN deneddyl inh	bovine MsrA act	Tb MetRS inh
Cc1cc(NCc2ccccc2)n2ncc(-c3ccccc3)c2n1	2	20	2.0	nt	0	-2	3	6	-0.1
CCC(=O)c1cn(CC(=O)Nc2cccc(C)c2C)c2ccccc12	0	0	0.1	i	-12	16	4	-3	-0.7
Cn1c(SCc2cccc(C(F)(F)F)c2)nnc1-c1ccco1	0	-2	-0.7	i	12	15	-1	0	-0.3
CC(C)CC1NC(=O)N(CC(=O)N2CCN(S(=O)(=O)c3ccc4ccccc4c3)CC2)C1=O (stereo not drawn)	-1	3	1.7	i	-6	2	-2	-9	-0.4
CS(=O)(=O)N1CCN(c2ncccn2)CC1	0	-7	1.0	i	-4	10	-4	-2	-0.3
CCOC(=O)CN1C(=O)C(O)=C(C(C)=O)C1c1ccc([N+](=O)[O-])cc1 (stereo not drawn)	0	-4	1.9	i	-7	-12	-2	-6	-0.6
O=C1S/C(=C/c2ccc(N3CCOCC3)o2)C(=O)N1Cc1c(F)cccc1Cl	-3	-43	-1.0	i	-140	-84	-72	-8	-1.2
